TDP1 cell CPT – growth inhibition of DT40 Tdp1-/-;hTDP1 cells with camptothecin (screen for TDP1 inhibitors) | chicken DT40 Tdp1-/-;hTDP1 cells + 20 nM CPT, ATP luminescence, 48 h | Potency, µM (series often up to 46.2 µM), inactives show at the top dose activity change, negative = growth inhibition, hits mostly inhibitors | 12% of 420,000 active | AID 686979; note: nearly all actives have a fitted effect of over 55% in size
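Chicken DT40 Tdp1-/- cells complemented with human TDP1, 400 cells/well, exposed to compounds plus 20 nM camptothecin for at least 48 h at 37 C; viability read as ATP content by CellTiter-Glo luminescence.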
DT40 TDP1 no CPT – qHTS for Inhibitors of human tyrosyl-DNA phosphodiesterase 1 (TDP1): qHTS in cells in absence of CPT | DT40 Tdp1-/- hTDP1 cells, no CPT, ATP luminescence, 48 h | Potency, µM (top dose mostly 46.2 µM), for the others: at the highest dose activity change, negative = growth inhibition, hits mostly inhibitors | 15% of 420,000 active; note: nearly all actives have a fitted effect of over 55% in size
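Growth of hTDP1-complemented DT40 Tdp1-knockout cells is measured by ATP luminescence after at least 48 hr compound exposure at 37 °C, with DMSO substituting for the 20 nM CPT used in the parallel screen.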
KAT2A inh – GCN5L2 (KAT2A) acetyltransferase inhibition; GCN5L2 HAT assay, ThioGlo1 CoA-SH fluorescence; Potency, µM (titrated, usually from 58.9 µM), for inactives: at the top dose activity change, negative = inhibition, hits mostly inhibitors; 0.21% of 390,000 active; AID 504327
Target sequence (Q92830 whole entry, looked up): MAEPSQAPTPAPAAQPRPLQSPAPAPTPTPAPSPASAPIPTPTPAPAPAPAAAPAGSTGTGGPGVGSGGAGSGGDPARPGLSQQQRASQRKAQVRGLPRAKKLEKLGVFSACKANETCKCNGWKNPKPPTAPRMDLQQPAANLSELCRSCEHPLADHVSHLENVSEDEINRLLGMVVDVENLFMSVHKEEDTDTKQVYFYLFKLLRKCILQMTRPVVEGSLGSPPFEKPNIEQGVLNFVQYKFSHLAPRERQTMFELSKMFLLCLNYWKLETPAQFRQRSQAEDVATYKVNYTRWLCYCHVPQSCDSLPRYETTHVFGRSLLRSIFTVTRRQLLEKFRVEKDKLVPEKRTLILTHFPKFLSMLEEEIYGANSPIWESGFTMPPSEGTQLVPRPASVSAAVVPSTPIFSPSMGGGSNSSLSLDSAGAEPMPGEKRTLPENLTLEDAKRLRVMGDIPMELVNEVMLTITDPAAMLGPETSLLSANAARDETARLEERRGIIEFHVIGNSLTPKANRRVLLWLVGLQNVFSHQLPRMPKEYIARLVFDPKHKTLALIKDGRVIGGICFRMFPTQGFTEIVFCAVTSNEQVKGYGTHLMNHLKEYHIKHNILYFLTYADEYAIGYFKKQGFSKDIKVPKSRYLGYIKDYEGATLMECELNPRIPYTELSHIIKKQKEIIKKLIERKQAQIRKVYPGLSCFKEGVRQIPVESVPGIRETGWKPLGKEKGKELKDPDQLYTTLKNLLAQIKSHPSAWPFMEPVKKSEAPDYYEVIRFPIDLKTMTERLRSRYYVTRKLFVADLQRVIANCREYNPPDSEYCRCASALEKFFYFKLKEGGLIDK
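Fluorescence readout, Ex340nm/Em540nm: ThioGlo1 (50uM final) reacts with free CoA thiol released as 20nM GCN5L2 acetylates H3(1-25) peptide (75uM) using acetyl-CoA (70uM). Compound and enzyme sat 15 min beforehand; 20 min room-temperature reaction.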
Active calls of the source: *; ? = inconclusive; / = not tested or not shown; & = joins results of further samples; [ ] = dose if it differs, or a comment. Calls come from the whole dose curve; as a rule, active = well fitted curve in the direction sought with a large enough effect; inconclusive = small, poorly fitted or top-dose-only effect, or another doubt; inactive = no such curve, though single readings can be large; an effect the other way counts as inactive or inconclusive. % is set by controls: 0 for no effect and ±100 for the full control effect; potency is the fitted concentration of half-maximal effect. Some of the compounds tested; the hit share may differ from the screen's.

SMILES	TDP1 cell CPT	DT40 TDP1 no CPT	KAT2A inh
Cc1cc(=O)n2nc(N3CCCC(C(=O)NCc4ccc(F)cc4)C3)sc2n1 (stereo unspecified)	-1%	20%	-2%
CC(=O)N1N=C(c2ccc(C)o2)CC1c1ccc(Br)cc1 (stereo unspecified)	?	-17%	-2%
O=C(O)CCCn1cc(NC(=O)COc2ccccc2F)cn1	-6%&-7%	0%&-26%	-21%&-8%
CCc1ccc(NC(=O)Cn2cnc3sc(C)c(S(=O)(=O)N4CCN(c5ccccc5OC)CC4)c3c2=O)cc1	?	16µM*	-1%
Cc1ccc(-c2c[n+](CC(=O)N3c4ccccc4Sc4ccccc43)c3n2CCC3)cc1	5.2µM*	5.2µM*	-6%
COc1cccc(NC(=O)CC2C(=O)OCCN2Cc2ccccc2)c1 (stereo unspecified)	-29%	-28%	2%
O=C(NCc1ccccc1CN1CCCC1)c1cc2ccccc2o1	-18%	-1%	-1%
CCOC(=O)c1c(C)[nH]c(C(=O)COC(=O)c2ccc(N3CCCC3=O)cc2)c1C	9%	-9%	0%
O=C1N(Cc2ccccc2)c2ccccc2OC1(F)F	-6%	4%	/
COc1ccc(C(C)=O)cc1CSc1nc2nc(C)cc(C)n2n1	7%	-4%	-1%
COc1ccc(CCN(C)CC(O)c2ccccc2)cc1OC (stereo unspecified)	-1%	-17%	-10%
Cc1ccc(OCC(=O)Nc2ccc(Cl)c(-c3nc4ccccc4[nH]3)c2)cc1C	?	-99%	-6%
CCN1CCN(c2nnc(-n3cccc3C(=O)NCc3ccccc3OC)s2)CC1	16µM*	?	-2%
Cn1c(=O)c2c(nc(N/N=C/c3ccc(OC(=O)c4ccco4)cc3)n2Cc2ccccc2Cl)n(C)c1=O	6.5µM*	8.2µM*	-2%
CC1CCN(S(=O)(=O)c2ccc3c(ccn3CCC(=O)NCc3ccc(N(C)C)cc3)c2)CC1	?	?	-11%
CC1=Nc2cc(C(=O)N3CCCC3)ccc2Sc2c(C)ccc(C)c21	?	?	-2%
COc1c(C)cccc1C(=O)Nc1ccc(OCC(=O)N2CCOCC2)cc1C	0%	1%	?
CCOC(=O)Cc1csc(NC(=O)Nc2ccc(C)cc2)n1	-26%	?	-1%
CCOc1ccc(-n2c(SCC(=O)NCc3ccco3)nc3c([nH]c4ccccc43)c2=O)cc1	?	?	2%
Cc1csc(NC(=O)CSc2nnc(CCNC(=O)c3cccs3)n2C)n1	-6%	-5%	-1%
CCCCCCCC/C=C\CCCCCCCC(N)=O	5%[4.12 µM]	1%[4.12 µM]	-5%&-15%
CCOc1ccc(N2CC(C(=O)Nc3cc(C)on3)CC2=O)cc1 (stereo unspecified)	-9%	-10%	29%
COC(=O)c1ccccc1NC(=O)CN1CCC(NC(=O)c2ccc(C)cc2)CC1	?	26µM*	-1%
CC(=O)Nc1ccc(C(=O)N2CC(=O)NC(=O)C2)cc1	3%	-3%	-4%
N#Cc1cccc(S(=O)(=O)N2CCN(c3ccnc4cc(Cl)ccc34)CC2)c1	12µM*	12µM*	-8%
CCOC(=O)C1(Cc2ccccc2)CCCN(C(=O)c2ccc(-n3ccnc3)cc2)C1 (stereo unspecified)	?	?	-5%
Cc1noc(C)c1CSc1nnc2scc(-c3ccccc3)n12	13%	3%	-9%
CN(Cc1ccco1)c1ncncc1-c1cccc(C#N)c1	-3%	7%	-4%
CC(C)(C)NC(=O)Nc1ccc(F)c(Cl)c1	-4%	?	-2%
COc1ccc(-c2nc(CS(=O)CC(=O)NC3CCCCC3C)c(C)o2)cc1OC (stereo unspecified)	?	?	-1%
CN(C)C(CNC(=O)Cc1ccc([N+](=O)[O-])cc1)c1ccccc1 (stereo unspecified)	-2%	1%	-3%
Fc1ccc(/C=N/NC2=Nc3cccc4cccc2c34)cc1	-4%	?	-2%
NC(=O)c1c(NC(=O)Cn2nc(C(=O)O)c3ccccc3c2=O)sc2c1CCC2	-16%	15%	?
CCc1ccc(OCC(=O)Nc2ccc(S(=O)(=O)Nc3onc(C)c3C)cc2)cc1	-12%	-5%	-2%
CCCCN(c1ccccc1)c1ncnc2c1cnn2-c1cccc(C)c1	-22%	-12%	-13%
O=C(O)c1cccc(NC(=S)NC(NC(=O)c2cccc([N+](=O)[O-])c2)C(Cl)(Cl)Cl)c1 (stereo unspecified)	2%	1%	23%
COc1ccc(CCNC(=O)CCn2c(=O)c3ccccc3n(CC(=O)Nc3cc(Cl)ccc3C)c2=O)cc1OC	-17%	-27%	0%
CCCCCNC(=O)C(c1ccc(-c2ccccc2)cc1)n1c(=O)c(-c2cc3ccccc3[nH]2)nc2ccccc21 (stereo unspecified)	-6%	-22%	/
O=C(Nc1ccnn1C1CCN(C/C=C/c2ccccc2)CC1)c1ccccc1Cl	-27%	-27%	-3%
CCC(CC)C(=O)c1c[nH]c(C(=O)NCC2CCCO2)c1 (stereo unspecified)	6%	2%	?
O=C(c1ccc(OC2CCN(Cc3ccccc3C(F)(F)F)CC2)cc1)N1CCCCC1	?	?	?
Brc1ccc(C2=Nn3c(Cn4nnc5ccccc54)nnc3SC2)cc1	?	?	-20%
CCOC(=O)c1ccccc1NC1CC(=O)N(c2ccccc2C)C1=O (stereo unspecified)	?	?	-12%
COCCN(C(=O)CSc1nnc(C)n1Cc1ccccc1)c1c(N)n(Cc2ccccc2)c(=O)[nH]c1=O	?	-25%	-3%
COC(=O)C(NS(=O)(=O)c1cccc(S(=O)(=O)NC(C(=O)OC)c2ccccc2)c1)c1ccccc1 (stereo unspecified)	-14%	-3%	-7%
COc1ccc(CCNC(=O)CN2C(=O)c3ccccc3C2=O)cc1	2%	-5%	-7%
COCCSc1ccccc1C(=O)Nc1cc(C)cc(C)c1	?	-3%	-6%
CCOC(=O)N1CCN(CC(=O)Nc2nc3ccc(OC)cc3s2)CC1	?	?	-7%
Cc1ccc(-n2c(CNc3ccc(F)cc3)nnc2SCC(=O)N2CCOCC2)cc1	-3%	-29%	-5%
CCn1nnc(-c2ccccc2NS(=O)(=O)c2ccc(S(=O)(=O)N3CCCCCC3)cc2)n1	-6%	-28%	-6%
CCOCCOC(=O)c1cccc(NC(=O)OCC)c1	-1%	-1%	1%
Cc1ccc(-n2c(SCC(=O)c3ccccc3)nc3c([nH]c4ccccc43)c2=O)cc1	?	3.7µM*	0%
O=C(Cn1nnc2ccccc2c1=O)N1CCOCC1	-6%	6%	-5%
O=C1OC(Nc2ccc(F)cc2F)c2ccccc21 (stereo unspecified)	-9%	-11%	0%
Cc1cc(OC(=O)c2c(F)cc(F)cc2F)nc(C)n1	-5%	1%	0%
CCOc1ccc(C(=O)O/N=C(\N)c2ccccn2)cc1OCC	?	-28%	?
COc1cc2[nH]c(=O)n(CCCCCC(=O)N3CCN(c4ccccn4)CC3)c(=O)c2cc1OC	?	?	1%
Cc1ccc(S(=O)(=O)c2nc(-c3ccccc3F)oc2N2CCCCC2)cc1	?	15µM*	-5%
CC1=NN(S(=O)(=O)c2ccc(Cl)cc2Cl)C(=O)c2ccccc2O1	16µM*	16µM*	-20%
Cc1c(C(=O)N2CCCC2)sc2ncnc(NCCN(C)C)c12	-3%	-11%	/

The results go on.
SMILES	TDP1 cell CPT	DT40 TDP1 no CPT	KAT2A inh
CNC(=O)c1nc(C)c(C2(C)CC(c3cccc([N+](=O)[O-])c3)=NO2)s1 (stereo unspecified)	-12%	-14%	18%
CS(=O)(=O)N1CCN(S(=O)(=O)c2ccccc2[N+](=O)[O-])CC1	15%	-11%	4%
CCCc1ccc(-c2cc(N)n[nH]2)cc1	-7%	4%	-2%
O=C1N(CN2CCOCC2)c2ccccc2C12OCC(CCl)O2 (stereo unspecified)	3%	1%	-2%
Cc1cnc(NC(=O)c2cncc(Br)c2)s1	-13%	-22%	-12%
COC(=O)c1ccc2nc(C3CCCCC3)c(Cc3ccc(OC)cc3C)n2c1	?	?	/
CC(C)=NNc1nc2c(c(=O)[nH]c(=O)n2C)n1CCc1ccccc1	?	?	1%
Cc1cc(C)n(C(C)Sc2ccccc2)n1 (stereo unspecified)	-10%	-15%	-1%
CCOC(=O)C1NN=C(C(=O)c2ccccc2)C1c1ccccc1 (stereo unspecified)	-24%	?	18%
Cc1ccc(NC(=O)C(C)NC(=O)OCc2ccccc2)cc1C (stereo unspecified)	0%	1%	?
Cc1cccc(N2CCN(CCCNc3ncnc4onc(-c5ccc(Cl)cc5)c34)CC2C)c1 (stereo unspecified)	?	21µM*	-10%
COc1ccccc1C(=O)Nc1ccc(NC(=O)C2CCCCC2)nc1	?	-11%	-7%
CCc1ccc(NC(=O)c2cc3sc(Cl)cc3n2C)cc1	?	?	2%
Cc1[nH]c2ccc(C(=O)OCC(=O)NC3(C#N)CCCCC3)cc2c1C	-25%	-20%	-3%
CCCCCCCCC(=O)N1C(C)CCC1C (stereo unspecified)	?	?	/
O=C(O)CC/C(=N\Nc1ccccc1[N+](=O)[O-])c1cccs1	9%	-12%	3%

High-throughput results deposited in PubChem BioAssay by National Center for Advancing Translational Sciences (NCATS).
